Source: PubChem
PKM2 act = increases activity of human pyruvate kinase M2 | AID 1631 | hit rate 0.34% among 260,000 | P14618 | Potency, µM (series often up to 57.5 µM), without a hit: top-dose activation, usual class: activators | purified PKM2, Kinase-Glo ATP luminescence, activation; response scale: 0% is enzyme alone, no compound; note: potency is the fitted concentration of half-maximal effect; % is set by controls: 0 for no effect and ±100 for the full control effect; nearly all actives have a fitted effect of over 55% in size
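Purified hPK-M2 (>95% pure) converted ADP (0.1 mM final) to ATP with 0.5 mM PEP in 50 mM imidazole pH7.2, KCl, MgCl2, Tween 20, BSA; 1 h at room temperature. ATP detected by Kinase-Glo luminescence.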
ELG1 genotox = inducers of genotoxicity in HEK293T ELG1-luciferase cells; hit rate 1.3% among 330,000; HEK293T ELG1-luciferase reporter, luminescence, 16 h; Potency, µM (titrated, usually from 46 µM), without a hit: top-dose activity change, positive = activation, most hits filed as activators; note: potency is the fitted concentration of half-maximal effect; % of control where 0% means no effect; nearly all actives have a fitted effect of over 60% in size
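Genotoxicity was scored as increased ELG1-luciferase reporter signal, measured by ONE-Glo luminescence (30 min, room temperature). Compound or vehicle exposure of the HEK293T reporter cells lasted 16 hr at 37°C.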
FLuc modulator = counter-screen for miR-21 project: firefly luciferase inhibitors or activators | P08659 | purified FLuc, Km substrates, luminescence inhibition | Potency, µM (series often up to 57.5 µM), inactives show top-dose activity change, negative = inhibition, most hits filed as inhibitors | hit rate 6.9% among 360,000 | AID 588342;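 note: potency is the fitted concentration of half-maximal effect; plate controls were vehicle for no effect and reference inhibitor for full effect; nearly all actives have a fitted effect of over 55% in size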
Target sequence (P08659 whole entry, looked up): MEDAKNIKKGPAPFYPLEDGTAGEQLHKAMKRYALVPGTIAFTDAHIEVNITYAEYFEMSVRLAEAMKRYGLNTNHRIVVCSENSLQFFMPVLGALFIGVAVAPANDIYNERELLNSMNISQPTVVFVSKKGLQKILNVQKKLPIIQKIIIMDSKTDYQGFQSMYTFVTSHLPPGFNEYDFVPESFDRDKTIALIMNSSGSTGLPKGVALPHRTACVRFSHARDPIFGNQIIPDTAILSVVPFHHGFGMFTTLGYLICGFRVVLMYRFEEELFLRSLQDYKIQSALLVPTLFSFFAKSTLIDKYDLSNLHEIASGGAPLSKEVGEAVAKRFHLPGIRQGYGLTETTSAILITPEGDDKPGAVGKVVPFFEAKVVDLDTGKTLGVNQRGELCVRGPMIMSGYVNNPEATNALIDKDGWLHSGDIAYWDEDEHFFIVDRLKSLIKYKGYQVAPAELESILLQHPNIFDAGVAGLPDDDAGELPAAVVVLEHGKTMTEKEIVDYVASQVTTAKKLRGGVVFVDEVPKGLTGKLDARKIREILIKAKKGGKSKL
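Biochemical qHTS of compounds, final roughly 60 µM downward over six points, against 10 nM purified firefly luciferase using Km concentrations of substrates (10 uM D-luciferin, 10 uM ATP) in Tris acetate pH 7.5 buffer; luminescence output.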
BRCA1 expr up = activators of BRCA1 expression; MCF7-BRCA1-FFLuc reporter, luminescence, 48 h; response scale: scaled: vehicle 0%, 10 µM genistein 100%; Potency, µM (highest dose often 46.1 µM), for the others: at the highest dose activation, most hits filed as activators; hit rate 1.1% among 380,000; note: potency is the fitted concentration of half-maximal effect; nearly all actives have a fitted effect of over 80% in size; some results filed as inactive show a strong effect at the top dose
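Reporter cells (MCF7, BRCA1 promoter-firefly luciferase) received library compounds across a concentration series for 48 h. End-point luminescence was measured and concentration-effect curves derived after normalization.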
Rab9 promoter act = activators of Rab9 promoter; Huh7 Rab9 promoter-luciferase reporter, luminescence, 24 h; hit rate 2.8% among 320,000; Potency, µM (top dose mostly 9.22 µM), for the others: at the top dose activation, negative = inhibition, usual class: activators; note: potency is the fitted concentration of half-maximal effect; % of control where 0% means no effect; nearly all actives have a fitted effect of over 60% in size
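Stable Rab9-luc Huh7, 1500 cells/well, 2 h settle; cmpd in DMSO, 24 h, 37 °C/5% CO2; luciferase reagent 10 min RT; luminescence.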
Giardia killer = kills Giardia lamblia; Giardia lamblia trophozoite viability; activity change, % at 7.66 µM, hits read low; hit rate 0.15% among 340,000; in the data active = activity change below about -80%; inconclusive = between about -30% and that limit;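 note: parasites exposed to compound for two days anaerobically before the ATP read; % is set by controls: 0 for no effect and ±100 for the full control effect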
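Each well holds 100 Giardia trophozoites and compound. After two days (48 hrs) at 37 deg C in anaerobic conditions, ATP is quantified by luminescence.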
RORg inh = ROR gamma (mouse) transcription inhibition. P51450. Drosophila S2 Gal4-RORgamma UAS-luciferase reporter, 20 h. Potency, µM (series often up to 53.6 µM), without a hit: at the top dose activity change, negative = inhibition, usual class: inhibitors. hit rate 5.4% among 310,000; note: potency is the fitted concentration of half-maximal effect; % is set by controls: 0 for no effect and ±100 for the full control effect; nearly all actives have a fitted effect of over 60% in size
Target sequence (P51450 whole entry, looked up, the tested form may be a part): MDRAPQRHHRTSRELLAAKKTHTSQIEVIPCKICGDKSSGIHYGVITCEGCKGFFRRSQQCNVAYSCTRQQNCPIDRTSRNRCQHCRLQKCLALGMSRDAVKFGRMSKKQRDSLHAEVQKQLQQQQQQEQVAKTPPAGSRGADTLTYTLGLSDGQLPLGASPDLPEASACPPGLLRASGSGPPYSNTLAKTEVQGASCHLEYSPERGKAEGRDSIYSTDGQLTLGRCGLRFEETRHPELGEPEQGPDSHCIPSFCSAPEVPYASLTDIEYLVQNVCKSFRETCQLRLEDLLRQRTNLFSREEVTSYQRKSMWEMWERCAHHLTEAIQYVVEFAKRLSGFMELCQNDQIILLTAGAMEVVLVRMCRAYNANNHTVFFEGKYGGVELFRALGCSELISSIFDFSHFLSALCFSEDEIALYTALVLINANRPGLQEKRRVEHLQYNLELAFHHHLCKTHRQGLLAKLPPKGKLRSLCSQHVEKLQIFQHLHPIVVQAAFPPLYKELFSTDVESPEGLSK
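In this cell-based reporter format, copper sulfate (700 uM final) drives Gal4–ROR gamma fusion expression from a metallothionein promoter in Drosophila Schneider cells; compounds preincubated 1 hr, reporter read after 20 hr at ambient temperature.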
VP16 counter = counter-screen for ROR gamma inhibitors: Gal4-VP16 reporter; AID 2546; hit rate 3.5% among 310,000; Drosophila S2 Gal4-VP16 UAS-luciferase, luminescence, 20 h; Potency, µM (series often up to 53.6 µM), inactives show at the top dose activity, negative = inhibition, most hits filed as inhibitors;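 note: Gal4-VP16 expression switched on by copper sulfate through the metallothionein promoter; potency is the fitted concentration of half-maximal effect; % is set by controls: 0 for no effect and ±100 for the full control effect; nearly all actives have a fitted effect of over 50% in size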
Menin-MLL TR inh = displaces Texas Red mutant MLL peptide from human menin. O00255. Menin + Texas Red MLL mutant peptide, fluorescence polarization. Potency, µM (doses to about 61.6 µM), for the others: at the top dose FP activity change, negative = inhibition, hits mostly inhibitors. hit rate 0.23% among 270,000. AID 1768; active = well fitted inhibition curve with a large enough effect in the polarisation, with a control signal flat, not every such curve was filed as active; inconclusive = small, poorly fitted or top-dose-only effect, or effect the other way, or a change in a side signal; inactive = no such curve, though single readings can be large or run the other way; the % refers to the polarisation; note: potency is the fitted concentration of half-maximal effect; % of control where 0% means no effect; many of its hits are not listed in these tables
p53 reactivator = re-activators of mutant p53 | H1299 p53-A138V BP100-luciferase reporter, luminescence, 24 h | Potency, µM (top dose mostly 92.2 µM), for inactives: at the highest dose activity change, positive = activation, actives largely listed as activators | hit rate 0.063% among 320,000 | AID 504706; note: potency is the fitted concentration of half-maximal effect; % of control where 0% means no effect; nearly all actives have a fitted effect of over 45% in size
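p53-null H1299 cells stably carrying temperature-sensitive p53-A138V and a BP100-luciferase reporter were pinned with compounds (4-point, 1:5 series) and held 24 hrs at 37 deg C. Luminescence was read 10 min after detection reagent.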
NPC1 promoter act = activators of NPC1 promoter; Huh7 NPC1 promoter luciferase reporter, 24 h; AID 485313; hit rate 2.4% among 320,000; Potency, µM (doses to about 9.22 µM), inactives show top-dose activation, most hits filed as activators;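 note: potency is the fitted concentration of half-maximal effect; % of control where 0% means no effect; nearly all actives have a fitted effect of over 60% in size; reporter is driven by a mutant NPC1 promoter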
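Huh7 cells stably carrying NPC1 promoter–luciferase, plated in Opti-MEM with 10% FBS for 2 h, were exposed to compound in DMSO for 24 h at 37 °C; luciferase reagent was added for 10 min and luminescence read.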
Active calls of the source: *; ? = inconclusive; / = not tested or not shown; [ ] = remark or other dose. Unless noted, calls come from the whole dose curve; as a rule, active = well fitted curve in the direction sought with a large enough effect; inconclusive = small, poorly fitted or top-dose-only effect, or another doubt; inactive = no such curve, though single readings can be large; an effect the other way counts as inactive or inconclusive. The list is partial; the hit share may differ from the screen's.

SMILES | PKM2 act | ELG1 genotox | FLuc modulator | BRCA1 expr up | Rab9 promoter act | Giardia killer | RORg inh | VP16 counter | Menin-MLL TR inh | p53 reactivator | NPC1 promoter act
Cc1cc(C)n2nc(C(=O)OCC(=O)N(Cc3ccccc3)C(C)C)nc2n1 | / | 3% | 12% | 0% | 2% | 2 | / | / | / | 5% | -13%
CCCN(Cc1ccc(N(C)C)cc1)CC1CC1 | -4% | -2% | 1% | 4% | 11% | 11 | 7% | -4% | -18% | 1% | 6%
O=C(COC(=O)C1CC1)NCCc1ccc(Cl)cc1 | / | 1% | 1% | -5% | 2% | 8 | / | / | / | -1% | 0%
O=C(COC(=O)/C=C/c1ccco1)NCc1ccc2c(c1)OCO2 | 2% | 3% | -2% | -12% | 1% | -20 | ? | 2% | -6% | 0% | 2%
CCOC(=O)C1CCN(C(=O)C2(NC(=O)Nc3ccccc3Cl)CCCCC2)CC1 | 5% | 1% | -3% | 0% | -4% | 11 | 12% | ? | -3% | -5% | -3%
CC(=O)Nc1ccc(NC(=O)COc2c(C)cc(Br)cc2C)cc1 | 1% | 4% | -3% | -20% | 10% | -7 | 2% | 5% | 32%[activator] | -4% | 0%
CCOC(=O)CC(=O)CSc1nc2c(c(C)c1C#N)CCC2 | 0% | 1% | 11µM* | 4% | 6% | 3 | ? | ? | -25% | 20% | 23%
Cc1cc(Oc2ccc(Cl)cc2)nc(SCC(=O)c2ccccc2)n1 | 3% | -6% | -3% | -63% | -16% | -16 | 21%[10 µM] | -26% | -2% | -1% | -3%
COc1cc(CNC(=O)c2cccc(COc3ccc(Cl)cc3)c2)cc(OC)c1 | 7% | ? | 11µM* | -72%[inhibitor] | 0.22µM* | 10 | ? | -2% | 14% | ? | 0.71µM*
NC(=O)c1sc2nc3c(c(-c4cccs4)c2c1N)CCCC3 | 3% | -15% | 0% | / | 3% | / | 19% | 1% | 5% | -9% | -3%
COc1ccc(N2CCN(c3ccc(C(N)=O)cc3[N+](=O)[O-])CC2)cc1 | 4% | -19% | -2% | 1% | 2% | 10 | 19% | 6% | 17% | -5% | 0%
CC1CCCN(S(=O)(=O)c2ccc(C(=O)Nc3ccccc3-c3nc4ccccc4[nH]3)cc2)C1 (stereo not drawn) | 6% | 2% | -1% | -8% | -7% | 19 | -3% | -9% | / | -9% | -5%
CC(=O)c1[nH]c(C)c(C(C)=O)c1C | -5% | 4% | -2% | 2% | -2% | -3 | -18% | 3% | 6% | 1% | -1%
O=C(c1cnn2c1NC(c1ccc(Br)cc1)CC2C(F)(F)F)N1CCN(C23CC4CC(CC(C4)C2)C3)CC1 (stereo not drawn) | 6% | -13% | 0% | 3% | 0% | ? | 4% | -6% | -9% | -2% | 2%
Cc1ccc(C(=O)Cn2cccn2)cc1 | -2% | 5% | 3% | 0% | -4% | 11 | 1% | ? | 9% | 2% | -3%
Cc1c(C(=O)Nc2c3c(nn2C(C)(C)C)CS(=O)(=O)C3)cccc1[N+](=O)[O-] | / | -3% | 1% | 2% | -1% | 2 | 1% | -3% | 0% | -1% | 1%
COc1ccc(/C=C2/SC(=O)N(CCC(=O)Nc3ccccc3C(=O)O)C2=S)cc1 | 4% | -1% | ? | -12% | 1% | -17 | -10% | 4% | ? | -6% | 1%
COc1ccc(C(=O)N/N=C(\C)CC(=O)Nc2ccc3c(c2)OCCO3)c(OC)c1 | 3% | 3% | 0% | 7% | -2% | -7 | 9% | -8% | -2% | 4% | -1%
COc1ccc(-n2c3c(c(=O)[nH]c2=O)C(C(F)(F)F)(C(F)(F)F)N=C(CC(C)C)N3)cc1 | 3% | 6% | -2% | -16% | 2% | -2 | 0% | -3% | 3% | -3% | 3%
CCC(C(=O)NC1CCCC1)N(C(=O)Cn1nnc(-c2ccc(C)o2)n1)c1cccc(O)c1 (stereo not drawn) | -1% | -14% | 2% | -13% | 1% | 6 | ? | -9% | 1% | -9% | 0%
Cc1ccc(C(=O)N2CCN(S(=O)(=O)N3CCCCCC3)CC2)cc1 | / | -7% | 1% | -19% | 2% | -1 | 5% | 3% | ? | -1% | -8%
COc1ccc2c(OC)cc(=O)n(C)c2c1 | -3% | ? | -14% | -52% | 0% | -7 | -13% | -19% | 0% | -1% | -3%
O=[N+]([O-])c1ccc(NC(=S)N2CCc3ccccc32)cc1 | -1% | -3% | ? | 7% | -2% | -2 | 13µM* | ? | / | -1% | 19%
Cc1cc(C)nc(/N=C(\N)Nc2ccc(S(=O)(=O)O)cc2)n1 | / | 0% | 1% | 16% | -2% | -7 | 7% | 7% | 1% | 9% | 0%
C/C(Cn1cnc([N+](=O)[O-])n1)=N\NC(=O)c1ccccc1O | -1% | 3% | ? | -3% | -3% | 5 | 13µM* | ? | -5% | 7% | -9%
CC(=O)Nc1nc(NC(=O)/C=C/c2ccccc2)n(-c2ccccc2)n1 | -1% | -1% | -3% | -48% | -4% | ? | 0.28µM* | 0.89µM* | -1% | -6% | -1%
Cc1ccc([N+](=O)[O-])c(NC(=O)COC(=O)C2CC3CCCC(C2)C3=O)c1C (stereo not drawn) | -8% | 0% | 1% | -1% | 11% | -16 | 2% | 2% | / | 8% | -7%
Cc1ccc(OCCC(=O)OCC(=O)N2CCN(S(=O)(=O)c3ccc(C)cc3)CC2)cc1 | / | 0% | 3% | -15% | -2% | 2 | / | / | / | 14% | -2%
Cc1ccc(-c2nnc(-c3cccc(NC(=O)c4cccs4)c3)o2)cc1 | -1% | -6% | 2.7µM* | 39% | 2% | -18 | -29% | -3% | 0% | 6% | 29%
CC(C)(C)c1cc(C(=O)O)nn1-c1ccccc1 | 5% | 1% | 1% | 0% | 3% | 3 | 28% | -7% | -5% | 11% | -1%

Look-ups from the results shown:
ELG1 genotox result of CCC(C(=O)NC1CCCC1)N(C(=O)Cn1nnc(-c2ccc(C)o2)n1)c1cccc(O)c1 (stereo not drawn) : -14%
BRCA1 expr up result of Cc1ccc([N+](=O)[O-])c(NC(=O)COC(=O)C2CC3CCCC(C2)C3=O)c1C (stereo not drawn) : -1%

The results go on.
SMILES | PKM2 act | ELG1 genotox | FLuc modulator | BRCA1 expr up | Rab9 promoter act | Giardia killer | RORg inh | VP16 counter | Menin-MLL TR inh | p53 reactivator | NPC1 promoter act
CN(c1ccc(C(=O)N2CCN(Cc3ccc4c(c3)OCO4)CC2)cc1)S(C)(=O)=O | -1% | -5% | 4% | -26% | -26% | -5 | -16% | 0% | -14% | 1% | 2%
CCOC(=O)c1sc(NC(=O)CSc2nc3cccnc3n2C)nc1C | / | -7% | -1% | -13% | 3% | 7 | 0% | 1% | / | -4% | 1%
O=C(O)c1cccc(NS(=O)(=O)c2cccc3cccnc23)c1 | -3% | 2% | -1% | -9% | 1% | 9 | -5% | 2% | 9% | 3% | 0%
COc1ccc2c(c1OC)C(=O)OC2Nc1nc2ccccc2s1 (stereo not drawn) | -7% | 4% | -6% | 5% | 3% | -5 | 4% | 8% | / | 6% | 2%
CC1CC(C)(C)n2c(O)c(N=NC(N)=S)c3cccc1c32 (stereo not drawn) | 2% | ? | -3% | -23% | -8% | 13 | ? | -5% | / | 1% | -4%
Cc1ccc(S(=O)(=O)NCC(=O)OCC(=O)N(Cc2ccccc2)C(C)(C)C)cc1 | 5% | 2% | 3% | -3% | -8% | -15 | 12% | -8% | -10% | 0% | -3%
CC(C)[C@H](NC(=O)NCc1ccc(F)cc1)C(=O)O | 2% | 3% | 5% | 6% | -1% | 1 | -15% | 1% | / | -2% | 2%

Ordered by value in PKM2 act (ascending): four of the compounds above
Molecule	PKM2 act	Rab9 promoter act	RORg inh	Menin-MLL TR inh	p53 reactivator	NPC1 promoter act
Cc1ccc([N+](=O)[O-])c(NC(=O)COC(=O)C2CC3CCCC(C2)C3=O)c1C (stereo not drawn)	-8%	11%	2%	/	8%	-7%
CCCN(Cc1ccc(N(C)C)cc1)CC1CC1	-4%	11%	7%	-18%	1%	6%
CC1CC(C)(C)n2c(O)c(N=NC(N)=S)c3cccc1c32 (stereo not drawn)	2%	-8%	?	/	1%	-4%
Cc1cc(Oc2ccc(Cl)cc2)nc(SCC(=O)c2ccccc2)n1	3%	-16%	21%[10 µM]	-2%	-1%	-3%
